VP16 counter = Gal4-VP16 reporter inhibition counter-screen | Drosophila S2 Gal4-VP16 UAS-luciferase, luminescence, 20 h | Potency, µM (doses to about 53.6 µM), for the others: at the top dose activity, negative = inhibition, actives largely listed as inhibitors | actives 3.5% (n = 310,000) | AID 2546;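 further: Gal4-VP16 expression switched on by copper sulfate through the metallothionein promoter; potency means the concentration at half of the fitted maximal effect; on the % scale 0 is the no-effect control and ±100 the full control effect; nearly all actives have a fitted effect of over 50% in size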
ELG1 repair inh = inhibitors of ELG1-dependent DNA repair in HEK293T cells | Potency, µM (top dose mostly 46.1 µM), inactives show at the top dose activity change, negative = inhibition, hits mostly inhibitors | HEK293T ELG1-luciferase reporter, luminescence, 16 h; DNA damage induced by 5-fluorouridine | actives 2.3% (n = 330,000); further: potency means the concentration at half of the fitted maximal effect; on the % scale 0 is the no-effect control and ±100 the full control effect; nearly all actives have a fitted effect of over 55% in size
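5-Fluorouridine DNA damage + compound/DMSO, 2,000 cells/well, 16 h, 37 °C/5% CO2. ONE-Glo, 30 min RT, luminescence. Readout = decrease in reporter signal.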
Rab9 promoter act = activators of Rab9 promoter | Potency, µM (doses to about 9.22 µM), for inactives: top-dose activation, negative = inhibition, most hits filed as activators | Huh7 Rab9 promoter-luciferase reporter, luminescence, 24 h | actives 2.8% (n = 320,000); further: potency means the concentration at half of the fitted maximal effect; % of control where 0% means no effect; nearly all actives have a fitted effect of over 60% in size
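Promoter activation is measured as luciferase luminescence in Huh7 cells stably transfected with a Rab9 promoter–luciferase construct, following 24 h compound exposure at 37 °C and 10 min reagent incubation at ambient temperature.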
TRPV1 ag = activates the human vanilloid receptor TRPV1 | activation, % at 8.33 µM | Q8NER1 | actives 0.19% (n = 320,000) | TRPV1-expressing cells, Fluo-8 calcium influx, agonist mode | AID 540275; in the data active means activation above about 80%; inconclusive means between about 30% and that limit; further: 0% is about no effect
Target sequence (Q8NER1 whole entry, looked up): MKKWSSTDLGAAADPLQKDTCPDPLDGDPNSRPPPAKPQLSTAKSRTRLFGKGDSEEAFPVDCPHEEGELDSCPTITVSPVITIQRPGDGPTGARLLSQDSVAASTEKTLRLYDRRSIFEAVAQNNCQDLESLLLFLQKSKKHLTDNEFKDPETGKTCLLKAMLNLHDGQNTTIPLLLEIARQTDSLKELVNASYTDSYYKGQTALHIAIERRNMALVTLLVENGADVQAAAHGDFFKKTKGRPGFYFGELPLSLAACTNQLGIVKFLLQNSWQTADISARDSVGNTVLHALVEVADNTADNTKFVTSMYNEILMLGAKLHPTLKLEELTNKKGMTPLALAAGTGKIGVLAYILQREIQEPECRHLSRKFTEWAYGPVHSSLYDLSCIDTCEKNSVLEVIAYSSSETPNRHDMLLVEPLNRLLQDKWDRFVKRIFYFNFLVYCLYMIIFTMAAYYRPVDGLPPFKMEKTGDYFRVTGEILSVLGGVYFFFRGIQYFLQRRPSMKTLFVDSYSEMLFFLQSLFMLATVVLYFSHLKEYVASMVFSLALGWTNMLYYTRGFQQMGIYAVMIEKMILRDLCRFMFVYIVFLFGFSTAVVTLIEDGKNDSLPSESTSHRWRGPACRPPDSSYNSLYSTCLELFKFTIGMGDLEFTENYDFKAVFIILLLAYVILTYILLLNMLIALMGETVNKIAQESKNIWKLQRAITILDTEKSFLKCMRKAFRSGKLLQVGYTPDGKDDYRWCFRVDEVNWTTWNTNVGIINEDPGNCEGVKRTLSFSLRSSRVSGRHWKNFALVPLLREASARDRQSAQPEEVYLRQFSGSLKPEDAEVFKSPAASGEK
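TRPV1-expressing cells were cultured overnight at 35.5C and loaded with Fluo-8 calcium dye for 40 to 90 min at room temperature. After a 10 s baseline, compound was added and calcium influx was read kinetically for 3 min (ex 480/em 520 nm).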
BRCA1 expr act = BRCA1 expression activation | MCF7-BRCA1-FFLuc reporter, luminescence, 48 h; response scale: scaled: vehicle 0%, 10 µM genistein 100% | Potency, µM (highest dose often 46.1 µM), without a hit: at the top dose activation, most hits filed as activators | actives 1.1% (n = 380,000); further: potency means the concentration at half of the fitted maximal effect; nearly all actives have a fitted effect of over 80% in size; some results filed as inactive show a strong effect at the top dose
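Luminescence from a BRCA1-driven firefly luciferase in MCF7 cells was read after 48 h compound exposure at 37 C. Data normalized against DMSO and a 10microM genistein activation control, then curve-fitted across the titration.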
ELG1 genotox = inducers of genotoxicity in HEK293T ELG1-luciferase cells. HEK293T ELG1-luciferase reporter, luminescence, 16 h. actives 1.3% (n = 330,000). Potency, µM (series often up to 46 µM), for inactives: top-dose activity change, positive = activation, usual class: activators; further: potency means the concentration at half of the fitted maximal effect; % of control where 0% means no effect; nearly all actives have a fitted effect of over 60% in size
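After overnight (16 hr) compound treatment at 37 °C, ELG1-luciferase HEK293T cells were lysed with ONE-Glo; luminescence quantified 30 min later at room temperature.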
Tb PFK inh = blocks T. brucei phosphofructokinase; O15648; T. brucei PFK, ADP-Glo luminescence; Potency, µM (series often up to 57.5 µM), for the others: at the top dose activity, negative = inhibition, actives largely listed as inhibitors; actives 0.17% (n = 330,000);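 further: potency means the concentration at half of the fitted maximal effect; 0% = uninhibited 1x PFK enzyme wells and -100% = no-enzyme wells; nearly all actives have a fitted effect of over 60% in size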
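Luminescent ADP detection (ADP-Glo, two-step: ATP depletion then ADP-to-ATP conversion for luciferase) reported PFK activity after 45 min room-temperature reaction of 1.25 nM enzyme with 0.5 mM F6P and 0.1 mM ATP at pH 8.0.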
RORgamma inh = ROR gamma (mouse) transcription inhibition; Drosophila S2 Gal4-RORgamma UAS-luciferase reporter, 20 h; Potency, µM (highest dose often 53.6 µM), without a hit: at the top dose activity change, negative = inhibition, actives largely listed as inhibitors; actives 5.4% (n = 310,000); P51450; further: potency means the concentration at half of the fitted maximal effect; on the % scale 0 is the no-effect control and ±100 the full control effect; nearly all actives have a fitted effect of over 60% in size
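Using a luciferase readout, inhibitors were identified by reduced reporter activity in Drosophila cells coexpressing a copper-inducible Gal4–ROR gamma fusion and UAS-driven Photinus luciferase, incubated 20 hr after 700 uM copper sulfate.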
FLuc modulator = counter-screen for miR-21 project: firefly luciferase inhibitors or activators; purified FLuc, Km substrates, luminescence inhibition; Potency, µM (highest dose often 57.5 µM), inactives show top-dose activity change, negative = inhibition, actives largely listed as inhibitors; actives 6.9% (n = 360,000); AID 588342;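 further: potency means the concentration at half of the fitted maximal effect; plate controls were vehicle for no effect and reference inhibitor for full effect; nearly all actives have a fitted effect of over 55% in size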
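Biochemical qHTS of compounds, final roughly 60 µM downward over six points, against 10 nM purified firefly luciferase using Km concentrations of substrates (10 uM D-luciferin, 10 uM ATP) in Tris acetate pH 7.5 buffer; luminescence output.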
NPC1 promoter act = activators of NPC1 promoter; Huh7 NPC1 promoter luciferase reporter, 24 h; Potency, µM (doses to about 9.22 µM), inactives show at the highest dose activation, hits mostly activators; actives 2.4% (n = 320,000);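 further: potency means the concentration at half of the fitted maximal effect; % of control where 0% means no effect; nearly all actives have a fitted effect of over 60% in size; reporter is driven by a mutant NPC1 promoter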
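Readout is luciferase luminescence, reflecting NPC1 promoter activation in stably transfected Huh7 cells after 24 h compound exposure at 37 °C in reduced-serum medium with 10% FBS.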
p53 reactivator = restores transcriptional activity of mutant p53. AID 504706. H1299 p53-A138V BP100-luciferase reporter, luminescence, 24 h. actives 0.063% (n = 320,000). Potency, µM (doses to about 92.2 µM), without a hit: top-dose activity change, positive = activation, usual class: activators; further: potency means the concentration at half of the fitted maximal effect; % of control where 0% means no effect; nearly all actives have a fitted effect of over 45% in size
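p53-null H1299 cells stably carrying temperature-sensitive p53-A138V and a BP100-luciferase reporter were pinned with compounds (4-point, 1:5 series) and held 24 hrs at 37 deg C. Luminescence was read 10 min after detection reagent.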
Active calls of the source: *; ? = inconclusive; . = no result given; [ ] = another dose, or the depositor's remark. Unless noted, the call rests on the fitted dose curve; in most records, active means well fitted curve in the direction sought with a large enough effect; inconclusive means small, poorly fitted or top-dose-only effect, or another doubt; inactive means no such curve, though single readings can be large; an effect the other way counts as inactive or inconclusive.

Start of the data: the first three compounds, ahead of the listing:
SMILES | VP16 counter | ELG1 repair inh | Rab9 promoter act | TRPV1 ag | BRCA1 expr act | ELG1 genotox | Tb PFK inh | RORgamma inh | FLuc modulator | NPC1 promoter act | p53 reactivator
CN(c1ccc(C(=O)N2CCCCC2)cc1)S(=O)(=O)c1cccs1 | -16.2% | -11.1% | -0.8% | 9.3 | -5.2% | -11.1% | -2.3% | 194.6% | 6.5% | -5.7% | 3.9%
CC1(C)Cc2cccc(OCC(=O)NCc3ccc(F)cc3)c2O1 | . | -2.5% | -4.5% | ? | -13.5% | -0.6% | 1.2% | . | 6.6% | -1.2% | 3.3%
CCN(C(=O)CSc1cccc[n+]1[O-])c1ccccc1 | . | ? | . | . | -3.4% | 11.6% | -1.0% | . | . | . | 3.8%

All compounds of this part, from the start:
SMILES | VP16 counter | ELG1 repair inh | Rab9 promoter act | TRPV1 ag | BRCA1 expr act | ELG1 genotox | Tb PFK inh | RORgamma inh | FLuc modulator | NPC1 promoter act | p53 reactivator
CN(c1ccc(C(=O)N2CCCCC2)cc1)S(=O)(=O)c1cccs1 | -16.2% | -11.1% | -0.8% | 9.3 | -5.2% | -11.1% | -2.3% | 194.6% | 6.5% | -5.7% | 3.9%
CC1(C)Cc2cccc(OCC(=O)NCc3ccc(F)cc3)c2O1 | . | -2.5% | -4.5% | ? | -13.5% | -0.6% | 1.2% | . | 6.6% | -1.2% | 3.3%
CCN(C(=O)CSc1cccc[n+]1[O-])c1ccccc1 | . | ? | . | . | -3.4% | 11.6% | -1.0% | . | . | . | 3.8%
CCOC(=O)C1=C(C)NC(=O)NC1/C=C\c1ccccc1 (centres undefined) | -11.2% | 9.3% | 9.6% | 2.5 | -6.2% | 6.9% | -0.4% | 1.0% | 9.3% | 1.1% | .
CCCOc1ccc(C(=O)Nc2ccc(S(=O)(=O)Nc3onc(C)c3C)cc2)cc1 | -10.7% | ? | 2.2% | -0.7 | 11.2% | 17.3% | 2.1% | 19.5% | 8.49µM* | 3.0% | 1.7%
O=C(COc1nc2ccccc2nc1N1CCOCC1)N1CCc2ccccc21 | -6.4% | 17.8% | 3.5% | -4.0 | -0.3% | ? | -0.2% | -42.8% | 4.5% | 5.0% | -1.2%
Cc1cc(C(=O)COC(=O)C(C)NC(N)=O)c(C)n1Cc1ccco1 (centres undefined) | -6.8% | ? | 28.4% | -2.2 | 0.0% | 16.7% | -0.9% | -2.0% | 13.5µM* | 4.5% | 6.0%
CCN(CC)C(=O)CSc1ncnc2c1nnn2-c1ccc(F)cc1 | 23.2% | 6.0% | -2.5% | 1.5 | -11.6% | 2.5% | 1.2% | 5.2% | 13.5µM* | -1.1% | 8.2%
O=S1(=O)N=C(N2CCN(Cc3ccc4c(c3)OCO4)CC2)c2ccccc21 | ? | ? | -0.8% | 2.6 | -12.8% | -13.9% | 1.5% | -28.9% | -0.4% | 2.2% | -2.3%
O=C(O)COc1ccccc1/C=N/NC(=O)c1cc(-c2ccccc2)nc2ccccc12 | 0.4% | 3.4% | -2.0% | 1.6 | -17.4% | 0.4% | -3.3% | -0.3% | 2.69µM* | -0.5% | -0.7%
CCCC(=Nc1ccccc1OC)C1=C(O)CC(c2ccccc2)CC1=O (centres undefined) | -4.5% | 3.3% | -4.4% | 4.9 | 0.6% | -0.4% | 4.0% | -26.7% | 1.9% | -9.6% | 2.3%
Cc1c(-c2ccccc2)oc2c(C(=O)N3CCN(c4ccc([N+](=O)[O-])cc4)CC3)cccc2c1=O | -0.5% | 3.26µM* | -0.1% | -0.4 | -34.9% | -4.1% | -10.0% | 19.1% | -2.8% | 15.0% | -18.2%
CCOC(=O)CSc1nnc(NC(=O)CCc2ccccc2)s1 | 2.8% | 19.3% | 1.3% | 8.0 | 4.9% | -1.0%[9.26 µM] | 1.2% | 6.6% | -3.5% | -1.3% | 0.1%
Cc1cc(C(=O)NNC(=O)C(C)(C)Oc2ccc(Cl)cc2)c(C)o1 | . | 0.0% | . | . | -25.1% | 0.7% | 9.6% | . | . | . | -5.0%
Cc1cccc(C(=O)NCC(=O)NCCCSc2ccccc2)c1 | . | 6.3% | 3.4% | 8.5 | -10.0% | 0.5% | -7.6% | . | -1.5% | -2.5% | 19.6%
CCC(=O)NC(c1ccc(C)cc1)c1cc(Cl)c2cccnc2c1O (centres undefined) | . | 3.66µM* | . | . | -71.4% | 5.1% | -3.7% | . | . | . | 6.5%
CN(Cc1ccccc1)CC(O)COc1ccc(CNCc2ccc(Cl)s2)cc1 (centres undefined) | -10.3% | 5.2% | -22.5% | -2.8 | -47.5% | 0.0% | -3.8% | 3.7% | -0.4% | -0.8% | -3.0%
CN1CCC(NC(=S)Nc2cccc([N+](=O)[O-])c2)CC1 | 1.5% | 3.0% | 2.3% | -1.5 | -12.9% | -5.1% | -3.8% | -2.5% | 1.7% | 4.8% | 0.8%
Cc1cccc(N2C(=O)c3cccc4c(N5CCCCC5)c([N+](=O)[O-])cc(c34)C2=O)c1C | -11.2% | 1.8% | -5.4% | -0.5 | -26.8% | -0.9% | 6.1% | -12.9% | 0.2% | -5.5% | -8.6%
CCONC(=O)Nc1ccccc1 | 1.6% | 12.5% | -1.5% | -3.0 | -1.4% | 0.6% | 8.1% | -2.0% | -2.9% | -3.5% | 20.4%
O=C(Oc1cccc(/C=N/NC(=O)c2ccccn2)c1)c1ccc([N+](=O)[O-])cc1 | ? | 2.7% | -2.2% | -0.5 | ? | 0.4% | -0.6% | ? | 0.2% | 1.1% | 1.6%
O=C(OCC(=O)N1CCOCC1)c1ccc(Cl)nc1 | 10.7% | 17.1% | 0.0% | 6.9 | 11.2% | 5.8% | 0.8% | 8.1% | -2.2% | 2.7% | 1.7%
CCC1=NN2C(=N)/C(=C/c3c(C)nn(-c4ccccc4)c3Cl)C(=O)N=C2S1 | ? | -12.4% | -5.6% | 0.2 | -3.3% | -2.2% | 13.6% | ? | -11.8% | -2.1% | -5.9%
CCc1ccccc1NC(=O)C(C)n1nc([N+](=O)[O-])c(Br)c1C (centres undefined) | 3.1% | -6.5% | 2.2% | 5.2 | -0.9% | -5.4% | -2.4% | -12.4% | 3.7% | 1.2% | 3.6%
C[C@H](NC(=O)c1nc[nH]c1C(=O)N[C@@H](Cc1ccccc1)C(=O)OC(C)(C)C)c1ccccc1 | 11.2µM* | ? | 1.4% | 8.4 | -79.1%[inhibitor] | -9.4% | -0.4% | 7.08µM* | -1.3% | 7.2% | -2.9%
Oc1ccccc1/C=N/Nc1ncc(Br)cn1 | ? | ? | 24.9% | ? | -45.4% | 16.4µM* | 3.7% | -32.5%[10 µM] | ? | -2.9% | ?
Cc1ccc(NS(=O)(=O)c2cc(C(=O)NCCSC3CCCCC3)ccc2C)cc1 | -7.5% | ? | -0.5% | 4.7 | -72.8% | -4.4% | 0.5% | -7.2% | 1.0% | -2.5% | -2.9%
CC(=O)N1CCc2cc(S(=O)(=O)NCCC(=O)Nc3ccc4c(c3)OCCO4)ccc21 | 24.3% | ? | 26.1% | 2.8 | 11.2µM* | ? | 3.2% | 19.7% | 15.1µM* | 25.8% | ?
COc1ccccc1CN1CCN(C(=O)c2ccco2)CC1 | 0.8% | 1.5% | 2.4% | 0.0 | 2.8% | -9.0% | -6.5% | 5.0% | -2.4% | -3.0% | 10.6%
COc1ccc(Cn2nnc3c(C)n[nH]c(=O)c32)cc1 | -2.5% | 3.5% | 1.0% | -0.6 | 2.3% | 4.8% | -4.4% | 1.9% | 0.7% | -2.6% | -7.4%
COc1ccc2nc(/C=N/NC(=O)[C@@H]3CCCN3C(=O)OC(C)(C)C)ccc2c1 | -4.0% | ? | ? | -6.7 | 7.08µM* | ? | 0.0% | -30.5% | ? | ? | 0.7%
CCCCOC(=O)c1ccc(NC(=O)c2cnccn2)cc1 | 16.1% | 13.1% | ? | ? | -6.1% | 6.5% | -15.7% | 7.7% | 0.0%[2.3 µM] | 20.4% | 14.7%
O=C(c1cc2ccccc2s1)N1CCOCC1 | -0.9% | 27.3% | 0.9% | 14.5 | 2.5% | -0.6% | -1.1% | 3.2% | -6.1% | 8.5% | -3.6%
CC(C)C(NC(=O)c1ccco1)C(=O)OCc1cc([N+](=O)[O-])cc2c1OCOC2 (centres undefined) | 14.9%[10 µM] | -12.4% | 1.6% | -2.5 | -24.9% | -1.9% | 5.8% | 10.8% | ? | 1.0% | -1.2%
